hcGAS lum = Primary biochemical luminescence assay for human cyclic GMP-AMP synthase inhibitors; Q8N884; recombinant h-cGAS, ATP depletion, Kinase-Glo luminescence; inhibition, % at 12.5 µM; hit rate 0.081% among 290,000;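 also: 0% = vehicle reaction and 100% = reaction without DNA for no activity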
Target sequence (Q8N884 whole entry, looked up): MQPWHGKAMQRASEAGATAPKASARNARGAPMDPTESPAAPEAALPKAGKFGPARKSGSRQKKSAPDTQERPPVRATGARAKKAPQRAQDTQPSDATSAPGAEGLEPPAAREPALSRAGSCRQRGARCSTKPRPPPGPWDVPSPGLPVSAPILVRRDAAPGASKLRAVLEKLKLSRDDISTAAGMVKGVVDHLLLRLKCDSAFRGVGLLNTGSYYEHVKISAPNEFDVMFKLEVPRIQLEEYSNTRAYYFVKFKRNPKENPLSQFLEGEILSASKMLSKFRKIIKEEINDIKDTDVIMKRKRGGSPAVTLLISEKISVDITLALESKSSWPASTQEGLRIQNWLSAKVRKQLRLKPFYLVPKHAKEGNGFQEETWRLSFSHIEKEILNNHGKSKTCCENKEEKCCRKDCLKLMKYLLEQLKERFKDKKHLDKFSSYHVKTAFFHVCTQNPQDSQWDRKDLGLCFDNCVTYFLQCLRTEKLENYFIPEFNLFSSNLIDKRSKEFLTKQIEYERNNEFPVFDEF
mcGAS inh = cyclic GMP-AMP synthase inhibitors, mouse, primary biochemical chemiluminescence; recombinant cGAS, Kinase-Glo ATP depletion luminescence; hit rate 0.15% among 160,000; inhibition, % at 12.5 µM; Q8C6L5; AID 1259399, 2018;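 also: 0% = negative control wells and 100% = reference inhibitor with no enzyme activity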
NPYLR7 ag = agonists of mosquito NPYLR7 receptor, primary screen, cell-based, Aedes aegypti, calcium fluorescence, mosquito biting behavior; HEK293T NPYLR7/Galpha15, GCaMP6s calcium fluorescence; activation, % at 10 µM; AID 1259423, 2018; hit rate 0.15% among 270,000; Aedes aegypti neuropeptide Y-like receptor 7 (NPYLR7); in the data active = activation above about 40%;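 also: 0% = vehicle and 100% = reference agonist at the receptor; some compounds past the cut are filed as inactive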
Starred values were filed as active, the others as inactive; & = joins results of further samples. Rule as the data show it, unless noted: active = inhibition above about 40%; inactive = the rest.

Results for CCc1ccccc1NC(=O)c1c(NC(=O)Cc2ccccc2)sc2c1CCCC2 ?
hcGAS lum: -5; mcGAS inh: -7; NPYLR7 ag: 1

Results for O=C1NC2(CCN(Cc3ccccc3[N+](=O)[O-])CC2)Nc2ccc(Br)cc21 ?
hcGAS lum: -8; mcGAS inh: -5; NPYLR7 ag: 3

What do the screens show for `O=C(NCCOc1cc(N2CCCC2)ncn1)Nc1ccc(Cl)c(Cl)c1`?
hcGAS lum: -3; NPYLR7 ag: 0

Results for CC(NC(=O)c1cccs1)c1ccc(C(F)(F)F)cc1 (stereo not given) ?
hcGAS lum: -13; NPYLR7 ag: 4

Results for CC(=O)C(CC(=O)O)C1C(=O)CC(C)(C)CC1=O (stereo not given) ?
hcGAS lum: -8; NPYLR7 ag: 0

Results for C=CCN(CC(=O)N1CCc2sccc2C1COc1cccc(OC)c1)C(=O)CC(C)C (stereo not given) ?
hcGAS lum: -3; mcGAS inh: -4; NPYLR7 ag: -4

How did Cc1ccc(C2=NN(C(=O)CN3CCC4(CC3)OCCO4)C(c3ccc4c(c3)OCO4)C2)cc1 (stereo not given) do in these assays?
hcGAS lum: 0; mcGAS inh: -3; NPYLR7 ag: 0

How did CCNC(=O)N1CCC(C(NC(=O)c2ccc(F)cc2)C(=O)NC(C)C)CC1 (stereo not given) do in these assays?
hcGAS lum: -3; mcGAS inh: -4; NPYLR7 ag: -8

How did CCc1c(C)nc(-c2ccc(C(F)(F)F)cc2)nc1N1CCN(C(=O)Nc2ccccc2Br)CC1 do in these assays?
hcGAS lum: -4; mcGAS inh: -6; NPYLR7 ag: 17

Results for CC1(C(=O)Nc2nccs2)CCN1C(=O)C1CCCCC1 (stereo not given) ?
hcGAS lum: 0; NPYLR7 ag: 4

What do the screens show for `CC(c1ccc(Cl)cc1)C(C)N(C)C(=O)NCCS(C)(=O)=O` (stereo not given)?
hcGAS lum: -8; NPYLR7 ag: -2

What do the screens show for `Cc1ccccc1CN1CCN(c2ccc(F)cc2)C(=O)C1C` (stereo not given)?
hcGAS lum: -5; mcGAS inh: -1; NPYLR7 ag: 28

What do the screens show for `COc1cc(OC)c(OC)cc1C=Nn1c(-c2ccccc2)n[nH]c1=S`?
hcGAS lum: -1; mcGAS inh: -1; NPYLR7 ag: 10

What do the screens show for `CC1CCCCC1Nc1ccc2nnc(C(F)(F)F)n2n1` (stereo not given)?
hcGAS lum: -4; mcGAS inh: -5; NPYLR7 ag: -5

What do the screens show for `Cn1ccc(NS(=O)(=O)c2ccccc2Br)n1`?
hcGAS lum: 3; mcGAS inh: -6; NPYLR7 ag: 3

How did Cc1ccc(CC2(C)C(=O)Nc3ccc(-c4ccc(F)c(Cl)c4)cc32)cc1 (stereo not given) do in these assays?
hcGAS lum: 2; mcGAS inh: -3; NPYLR7 ag: 2

Results for Cc1cccc(CN(C(=O)c2ccc(F)cc2)C2CCC(NC(=O)C3CCN(C(=O)c4ccc(Cl)cc4)CC3)CC2)c1 (stereo not given) ?
hcGAS lum: -3; mcGAS inh: -4; NPYLR7 ag: 30

What do the screens show for `CC(C)(C)n1ncc(NCC2CCCc3ccccc32)c(Cl)c1=O` (stereo not given)?
hcGAS lum: -6; NPYLR7 ag: -24

How did O=C(c1ccco1)N(Cc1c(-c2ccccc2)noc1N1CCc2ccccc2C1)CC1CCCO1 (stereo not given) do in these assays?
hcGAS lum: -1; mcGAS inh: -3; NPYLR7 ag: -2

What do the screens show for `CCOC(=O)N1CCN(C(c2cccc(Br)c2)C2Sc3nc(CC)nn3C2=O)CC1` (stereo not given)?
hcGAS lum: -9; mcGAS inh: -8; NPYLR7 ag: -3

Results for CCc1cc(Oc2cccc(Cl)c2)nc(SCc2ccc(F)c(F)c2)n1 ?
hcGAS lum: -8; mcGAS inh: -7; NPYLR7 ag: 2

How did CCN(CC)CCNC(=O)c1cc(NC(=O)Nc2ccc(F)cc2F)ccc1N1CCC(C)CC1 do in these assays?
hcGAS lum: 4; mcGAS inh: 0; NPYLR7 ag: 0

How did COc1cc2[nH]c(=O)c(CN3CCCC3)cc2c(OC)c1OC do in these assays?
hcGAS lum: -7; mcGAS inh: -15; NPYLR7 ag: 4

Results for Cc1ccsc1C(=O)N1CCC1(C)C(=O)Nc1cnc2ccccc2c1 (stereo not given) ?
hcGAS lum: 1; NPYLR7 ag: 4

How did O=C(Cn1c(-c2cnccn2)nc2ccccc21)Nc1nc(-c2ccco2)cs1 do in these assays?
hcGAS lum: -4; NPYLR7 ag: 1

How did Cc1ccc(-n2c(SCc3ccc(C(=O)NCc4ccc(F)cc4)cc3)nnc2-c2ccco2)cc1 do in these assays?
hcGAS lum: -4; mcGAS inh: -3; NPYLR7 ag: -1

Results for CCOC(=O)c1cnc2nc(-c3ccccc3)[nH]n2c1=O ?
hcGAS lum: 1; NPYLR7 ag: -13

Results for Cc1cn2c3c(=O)n(CCCc4ccccc4)c(=O)n(C)c3nc2n1CCO ?
hcGAS lum: -7; NPYLR7 ag: 13

How did NC(=O)NC(=O)CN1CCCC1Cc1cccc2ccccc12 (stereo not given) do in these assays?
hcGAS lum: 3; NPYLR7 ag: -25

Results for CCCSc1nnc(Sc2ncccc2C(N)=O)s1 ?
hcGAS lum: -5; NPYLR7 ag: 15

A portion of the results above, as a working copy:
Results for Cc1cn2c3c(=O)n(CCCc4ccccc4)c(=O)n(C)c3nc2n1CCO ?
hcGAS lum: -7; NPYLR7 ag: 13

How did NC(=O)NC(=O)CN1CCCC1Cc1cccc2ccccc12 (stereo not given) do in these assays?
hcGAS lum: 3; NPYLR7 ag: -25

Results for CCCSc1nnc(Sc2ncccc2C(N)=O)s1 ?
hcGAS lum: -5; NPYLR7 ag: 15

Next section:
What do the screens show for `O=C(NCc1cccc(Cl)c1)c1ccccc1NS(=O)(=O)c1cccc(OC(F)(F)F)c1`?
hcGAS lum: -7; mcGAS inh: -6; NPYLR7 ag: 1

Results for c1ccc(-c2nc3ccccc3s2)nc1 ?
hcGAS lum: -7&1; mcGAS inh: -2; NPYLR7 ag: 9&6

How did C[n+]1c2cc(N)ccc2cc2ccc(N)cc21 do in these assays?
hcGAS lum: 68*; NPYLR7 ag: 120*

Results for CCOC(=O)c1csc(CN(CCCOC)C(=O)Nc2c(C(C)C)cccc2C(C)C)n1 ?
hcGAS lum: -5; mcGAS inh: -4; NPYLR7 ag: -8

Results for O=C(NCc1ccncc1)c1cccc(Nc2c(Oc3ccc4c(c3)CCC4)cnn(-c3cccc(Cl)c3)c2=O)c1 ?
hcGAS lum: -4; mcGAS inh: -6; NPYLR7 ag: 12

How did COCC(=O)N1CCCN(Cc2cn[nH]c2-c2cc(C)ccc2C)CC1 do in these assays?
hcGAS lum: -5; NPYLR7 ag: -1

How did CCOC(=O)C1(CCOC)CCCNC1 (stereo not given) do in these assays?
hcGAS lum: -4; NPYLR7 ag: 15

What do the screens show for `O=C(CCc1nc2ccccc2s1)NC1CCCc2c1cnn2-c1ccc(F)cc1F` (stereo not given)?
hcGAS lum: -5&-11; mcGAS inh: -10; NPYLR7 ag: 10&10

How did Cc1cn2c(=O)c(C(=O)Nc3ccccc3)cnc2s1 do in these assays?
hcGAS lum: 6; NPYLR7 ag: 6

How did Cc1ccc2c(c1)CCN1C(=O)CN(C(=O)Nc3ccc(Oc4ccccc4)cc3)CC21 (stereo not given) do in these assays?
hcGAS lum: -7; mcGAS inh: -7; NPYLR7 ag: -2

How did COc1ccc2c(c1)CCc1c-2noc1-c1ccc(NC(=O)c2ccccc2I)cc1 do in these assays?
hcGAS lum: -6; mcGAS inh: -5; NPYLR7 ag: 3

Results for Cc1cc(C)cc(-n2nnnc2SCC(=O)N2CCCC3CCCCC32)c1 (stereo not given) ?
hcGAS lum: -6; NPYLR7 ag: 6

What do the screens show for `CN1CCN(CCCNC(=O)CCc2ccccc2)C(c2ccccc2)C1` (stereo not given)?
hcGAS lum: -5; NPYLR7 ag: 3

Results for O=c1oc2ccccc2cc1-c1nnc(-c2ccccc2O)o1 ?
hcGAS lum: -6; mcGAS inh: -7; NPYLR7 ag: -13

Results for CCN(CC)C(=O)CCN1C(=O)c2ccccc2C1=O ?
hcGAS lum: -2; mcGAS inh: -7; NPYLR7 ag: -14

How did CSc1ccc(NC(=O)NCc2nnc(SCc3ccccc3C)n2-c2ccc(Cl)cc2Cl)cc1 do in these assays?
hcGAS lum: -11; mcGAS inh: -6

How did O=C1CN=C(Nc2nc3ccccc3s2)N1 do in these assays?
hcGAS lum: 1; mcGAS inh: -4; NPYLR7 ag: -4

How did CCOC(=O)C1(Cc2cccc(Cl)c2)CCCN(Cc2cnn(C)c2)C1 (stereo not given) do in these assays?
hcGAS lum: -2; mcGAS inh: -4; NPYLR7 ag: 9

What do the screens show for `O=C1OC(/C=C\c2cccc([N+](=O)[O-])c2)=NC/1=C/c1ccccc1Cl`?
hcGAS lum: -8; mcGAS inh: -4; NPYLR7 ag: 4

How did CCOc1cc(CN2CCCC(N3CCC(CO)CC3)C2)ccc1OC (stereo not given) do in these assays?
hcGAS lum: -3; NPYLR7 ag: 4

How did CCOC(C)C(=O)NC(CN(C)C1CCN(C)CC1)c1ccccc1 (stereo not given) do in these assays?
hcGAS lum: -10; NPYLR7 ag: 8

What do the screens show for `COc1ccc(CN2CCN3C(=O)CN(C)C(=O)C3C2)cc1Cn1cccn1` (stereo not given)?
hcGAS lum: -4; mcGAS inh: -16; NPYLR7 ag: 7

What do the screens show for `CCOC(=O)N1CCC(NC(C)c2ccccc2-n2cccn2)CC1` (stereo not given)?
hcGAS lum: -1; NPYLR7 ag: 14

How did N#Cc1c(Cl)nsc1NC1CCN(C(=O)c2ccco2)CC1 do in these assays?
hcGAS lum: -10; NPYLR7 ag: -12

How did CCCc1ccc(OCC(O)CN2CC(C)OC(C)C2)cc1 (stereo not given) do in these assays?
hcGAS lum: -4; mcGAS inh: -8; NPYLR7 ag: -8

What do the screens show for `CC(C)C1NC(C(=O)O)Cc2c1[nH]c1ccccc21` (stereo not given)?
hcGAS lum: -1; mcGAS inh: 3; NPYLR7 ag: 1

Results for Cc1nn(CC(N)=O)c(=O)c2c1cnn2C(C)(C)C ?
hcGAS lum: -5; NPYLR7 ag: 12

How did Clc1ccc2nc(CSc3ccccc3)cn2c1 do in these assays?
hcGAS lum: -12; NPYLR7 ag: 2

Results for Cc1ccc(CN(C)C(=O)C2CC(C(C)C)=NO2)o1 (stereo not given) ?
hcGAS lum: -5; NPYLR7 ag: -2

Results for Cc1ccc2nc(-c3ccccc3)cc(C(=O)Nc3ccccc3C)c2c1 ?
hcGAS lum: -7; mcGAS inh: -5; NPYLR7 ag: 0

The closing 5 compounds of the part before are carried over, then new ones follow.
What do the screens show for `CC(C)C1NC(C(=O)O)Cc2c1[nH]c1ccccc21` (stereo not given)?
hcGAS lum: -1; mcGAS inh: 3; NPYLR7 ag: 1

Results for Cc1nn(CC(N)=O)c(=O)c2c1cnn2C(C)(C)C ?
hcGAS lum: -5; NPYLR7 ag: 12

How did Clc1ccc2nc(CSc3ccccc3)cn2c1 do in these assays?
hcGAS lum: -12; NPYLR7 ag: 2

Results for Cc1ccc(CN(C)C(=O)C2CC(C(C)C)=NO2)o1 (stereo not given) ?
hcGAS lum: -5; NPYLR7 ag: -2

Results for Cc1ccc2nc(-c3ccccc3)cc(C(=O)Nc3ccccc3C)c2c1 ?
hcGAS lum: -7; mcGAS inh: -5; NPYLR7 ag: 0

How did COc1cccc(C(=O)N2CCC3(CC2)OCC(C(=O)NCc2ccccn2)N3C(=O)c2cccc(C)c2)c1 (stereo not given) do in these assays?
hcGAS lum: -2; mcGAS inh: -1; NPYLR7 ag: 3

What do the screens show for `O=C1C2C3C=CC(CO)(O3)C2C(=O)N1c1ccc(Cl)cc1` (stereo not given)?
hcGAS lum: -7; NPYLR7 ag: 3

How did CCc1nc2c(OCCn3cccc3)cccn2c1N(C)C(=O)c1ccc2c(c1)OCO2 do in these assays?
hcGAS lum: 5; mcGAS inh: 6; NPYLR7 ag: -19

Results for Cc1ccc(Nc2nc(N3CCOCC3)nc3nccnc23)c(C)c1 ?
hcGAS lum: -3; NPYLR7 ag: 13

Results for COc1ccc(CNC(=O)CCc2ccc(-c3ccc(F)cc3)n2-c2ccc(NC(C)=O)cc2)cc1 ?
hcGAS lum: -7; mcGAS inh: -10; NPYLR7 ag: 1

What do the screens show for `CCN1CCc2c(sc3nc(Cc4ccccc4)nc(N4CCN(S(=O)(=O)c5cc(Cl)ccc5Cl)CC4)c23)C1`?
hcGAS lum: -3; mcGAS inh: -8

How did CC1(C)CC(=O)C2=C(C1)Nc1ccccc1S2(=O)=O do in these assays?
hcGAS lum: 1; NPYLR7 ag: -2

Results for CCOC(=O)c1cc(-c2cccc(NC(=O)c3cc(Cl)nc(OC)c3)c2)n(-c2ccccc2OC)n1 ?
hcGAS lum: -3; mcGAS inh: -7; NPYLR7 ag: 30

What do the screens show for `c1coc(CN(c2ncnc3sccc23)C2CC2)c1`?
hcGAS lum: 0; NPYLR7 ag: -1

Results for Cc1cc(N2CCOCC2)nc(Nc2ccc(NS(=O)(=O)c3ccc(C)c(C)c3)cc2)n1 ?
hcGAS lum: 0; NPYLR7 ag: 2

Results for COc1ccc(NC(=O)c2ccc(CSc3nnc(-c4ccco4)n3-c3ccc(F)cc3)cc2)cc1 ?
hcGAS lum: -7; mcGAS inh: -2; NPYLR7 ag: 6

Results for COCCc1nc2ccc(C(=O)N3CCN(c4nc(C)cnc4C)CC3)cc2o1 ?
hcGAS lum: 2; NPYLR7 ag: -6

Compound activity deposited in PubChem BioAssay by Fisher Drug Discovery Resource Center.
